HIV fusion peptide = inhibitors of HIV fusion peptide binding, primary screen, biochemical, uHTS, fluorescence dequenching (AID 1986); cell-free peptide binding, fluorescence dequenching, 30 min; higher % means a stronger effect; inhibition, % at 20 µM, or IC50 in µM where a hit was titrated; hit rate 0.3% among 290,000; in the data active = inhibition mostly above about 52%, no sharp cut-off; inactive = mostly below about 76%; also: some results filed as inactive read as strong as hits
UTI89 phage lysis = inhibition of K1F phage lysis, E. coli UTI89, bacterial capsule biogenesis inhibitors, alamar blue (AID 488966); E. coli UTI89 K1F phage lysis, alamar blue, 2 h; higher % means a stronger effect; one-dose inhibition, % at 100 µM; IC50 in µM for titrated hits; hit rate 0.02% among 340,000;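 active = phage lysis inhibition, versus mean bacterial control, above a set limit; inconclusive = no clear call, values can overlap the other calls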;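 also: capsule biogenesis inhibitors block K1F phage lysis so surviving cells raise fluorescence; higher fluorescence means more inhibition of phage lysis; actives were called in the ten point dose series up to 300 µM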
GPR35 antagonists = GPR35 antagonists blocking zaprinast-driven arrestin recruitment, primary screen, imaging, U2OS, beta-arrestin-GFP, zaprinast agonist (AID 2058); G-protein coupled receptor 35 (Homo sapiens); U2OS GPR35 beta-arrestin-GFP translocation imaging, zaprinast antagonism; higher % means a stronger effect; one-dose inhibition, % at 10 µM; IC50 in µM for titrated hits; hit rate 0.052% among 290,000;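 active = inhibition of at least 50% with at least 30 cells and total cytoplasm GFP at most 10,000,000; inconclusive = under 30 cells or total GFP of 10,000,000 plus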
GPR55 activation = GPR55 agonists via beta-arrestin recruitment, primary screen, imaging, U2OS cells, beta-arrestin-GFP redistribution (AID 1961). G-protein coupled receptor 55 (Homo sapiens). U2OS GPR55 beta-arrestin-GFP redistribution imaging; higher % means a stronger effect. activation, % at 10 µM, or EC50 in µM where a hit was titrated. hit rate 0.048% among 290,000;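 active = activation above 40% with more than 50 cells counted in the well; inconclusive = wells holding fewer than 50 cells, flagged as toxic or sparse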;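 also: U2OS osteosarcoma cells stably expressing GPR55 and beta-arrestin-GFP; plate controls were DMSO negative control for no effect and LPI positive control for full effect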
AID2073 = inhibitors of Mint1-CaV2.2 protein interaction, biochemical, HTRF (AID 2073) | Voltage-dependent N-type calcium channel subunit alpha-1B (Homo sapiens) | HTRF protein-protein interaction, Mint1-CaV2.2; higher % means a stronger effect | inhibition, % at 20 µM, or IC50 in µM where a hit was titrated | hit rate 0.19% among 290,000; in the data active = inhibition mostly above about 51%, no sharp cut-off; inconclusive = no clear call, values can overlap the other calls; inactive = mostly below about 53%; also: some results filed as inactive read as strong as hits
NS5 inhibitors = Dengue-2 NS5 methyltransferase inhibitors, primary screen, biochemical, confirmation dose response (AID 588689) | Dengue-2 NS5 methyltransferase capping enzyme assay, biochemical; higher % means a stronger effect | inhibition, % at 25 µM, or IC50 in µM where a hit was titrated | hit rate 0.3% among 340,000; in the data active = a potency from the dose series; inconclusive = inhibition above about 29% without an active follow-up result
NTR1 ag = agonists of NTR1, primary screen, imaging, U2OS cells, beta-arrestin-GFP, high content (AID 493036); hit rate 0.17% among 330,000; activation, % at 20 µM; NTR1-U2OS beta-arrestin-GFP spot imaging, agonist mode; Neurotensin receptor type 1 (Homo sapiens), P30989;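 active = activation at or above 40% of the spot to cytoplasm intensity ratio, with at least 20 cells analyzed; inconclusive = wells under 20 cells, flagged as cytotoxic or low count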;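 also: 0% = DMSO without peptide and 100% = 100 nM NTR1 peptide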
Target sequence (P30989 whole entry, looked up): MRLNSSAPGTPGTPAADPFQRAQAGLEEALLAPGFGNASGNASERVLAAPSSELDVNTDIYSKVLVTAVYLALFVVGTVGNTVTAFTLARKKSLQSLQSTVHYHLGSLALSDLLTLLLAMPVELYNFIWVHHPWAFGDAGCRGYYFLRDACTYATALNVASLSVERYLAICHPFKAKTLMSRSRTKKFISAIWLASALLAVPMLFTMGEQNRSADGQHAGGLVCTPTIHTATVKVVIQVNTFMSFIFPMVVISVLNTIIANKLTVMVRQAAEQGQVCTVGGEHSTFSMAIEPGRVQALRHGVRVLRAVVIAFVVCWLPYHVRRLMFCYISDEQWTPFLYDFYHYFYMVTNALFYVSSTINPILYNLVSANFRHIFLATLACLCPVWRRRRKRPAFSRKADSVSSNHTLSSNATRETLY
Siah-1 displacement = Siah-1 peptide-binding antagonists, primary screen, biochemical, fluorescence polarization, rhodamine-plectin, uHTS (AID 1817); hit rate 0.02% among 290,000; Siah-1 / rhodamine-plectin peptide fluorescence polarization; higher % means a stronger effect; one-dose displacement, % at 20 µM; IC50 in µM for titrated hits;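 active = displacement of at least 50% at 20 µM, with a fluorescence ratio check between 0.3 and a set limit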;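 also: plate controls were Siah plus tracer with DMSO for no effect and tracer alone without Siah for full effect; strong numbers were not always called active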
GPR55 LPI antagonism = GPR55 antagonists blocking LPI-driven arrestin recruitment, primary screen, imaging, U2OS, beta-arrestin-GFP, LPI agonist (AID 2013); G-protein coupled receptor 55 (Homo sapiens); U2OS GPR55 beta-arrestin-GFP translocation imaging, LPI antagonism; higher % means a stronger effect; one-dose inhibition, % at 10 µM; IC50 in µM for titrated hits; hit rate 0.13% among 290,000;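 active = spots per cell inhibited over 60%, with over 100 cells counted and total cytoplasm intensity under 500,000; inconclusive = wells with under 100 cells, flagged as likely toxic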;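 also: U2OS cells stably carrying GPR55 and arrestin-GFP stimulated by 5 µM LPI near EC80; imaged beta-arrestin-GFP aggregate spots per cell after agonist stimulation; plate controls were LPI-stimulated DMSO wells for no effect and DMSO wells without LPI for full effect; some results filed as inactive read as strong as hits; confirmed hits need IC50 under 10 µM and bright autofluorescent wells are also inconclusive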
NTR1 ag cell count 20 µM = also measured in NTR1 ag; calls as there; cell count; measured here: cell count, cytotoxicity flag
NS5 inhibitors pilot replicate = also measured in NS5 inhibitors; calls as there; inhibition, %; measured here: pilot screen replicate inhibition
Numbers without * were called inactive; ? = inconclusive; / = not tested or not shown; [ ] = another dose, or the depositor's remark.

SMILES	HIV fusion peptide	UTI89 phage lysis	GPR35 antagonists	GPR55 activation	AID2073	NS5 inhibitors	NTR1 ag	NTR1 ag cell count 20 µM	Siah-1 displacement	GPR55 LPI antagonism	others
CC(C)SCCCOc1ccc(C(C)(C)C)cc1	18%	0.1%	12%	0.0%	6%	-1%	0.8	47	3%	-4%
Fc1ccc(-c2cnc(-c3cccs3)o2)cc1	0.6%	0.4%	4%	-0.1%	12%	-3%	1.4	70	-1%	-6%
CCn1cnc2sc(-c3ccccc3)cc2c1=O	-2.8%	0.0%	-3%	-0.1%	16%	4%	-0.3	53	1%	4%
COc1ccccc1Cn1c(=S)[nH]c2cc(C(=O)N3CCCC3)ccc2c1=O	0.0%	0.3%	4%	0.3%	-27%	-4%	1.0	59	1%	12%
CCn1cc(CN2CCCC(C(=O)Nc3ccc(-c4cscn4)cc3)C2)c(C)n1 (stereo unspecified)	1.0%	0.6%	-8%	0.2%	2%	-3%	0.1	65	-2%	16%
O=C(/C=C/c1ccc(F)cc1)NCCCN1CCN(CCCNC(=O)/C=C/c2ccc(F)cc2)CC1	-3.1%	6.3%[50 µM]	-2%	-0.4%	-4%	-1%	-1.4	76	-5%	14%
CCCCCCCCc1nc(SCC(C)=O)n[nH]1	-0.1%	-1.5%	2%	-0.1%	-5%	3%	-1.0	61	5%	8%
COc1ccc(-c2nnc3ccc(SC(C(C)=O)C(C)=O)nn23)cc1OC	-0.3%	-1.1%	-3%	-0.2%	3%	1%	-0.9	56	-5%	-8%
CCC(=O)N1CCc2cc(S(=O)(=O)NCCC(=O)N3CC=C(c4ccccc4)CC3)ccc21	16%	5.5%	15%	-0.1%	2%	-6%	0.8	71	5%	7%
Cc1cc(N2CCN(C)CC2)nc2ccc(NC(=S)N3CCN(c4ccccn4)CC3)cc12	-1.8%	0.2%	-2%	-0.3%	-15%	-2%	-0.6	64	1%	15%
CCCN1CCN(C(=O)Cn2cnc3ccc(S(=O)(=O)N4CCC(C)CC4)cc3c2=O)CC1	-0.8%	/	-6%	0.2%	?	/	-1.2	30	-2%	4%
C[N+]1(CC(=O)OCCCC2CCCCC2)CCCC1	-0.5%	0.3%	8%	0.3%	-3%	2%	-0.4	64	11%	14%
COc1ccc(-c2cc(-c3cccs3)nc3sc(C#N)c(N)c23)cc1	14%	-0.3%[50 µM]	4%	-0.3%	13%	-6%	6.5	61	-5%	-9%
Cc1cccc(N2C(=O)C3C(c4ccccc4)OC4(C(=O)c5ccccc5C4=O)C3C2=O)c1 (stereo unspecified)	-0.7%	-2.3%	4%	0.3%	8%	-10%	-1.3	54	-3%	-4%
Cc1ccc(NC(=O)N2CCC(NC(=O)c3cccc(F)c3)CC2)cc1	-1.6%	0.6%	-9%	-0.2%	7%	2%	0.3	53	-1%	-8%
CCCCn1c2nc3ccccc3nc2c2c(=O)n(C(C)CC)cnc21 (stereo unspecified)	0.7%	-1.4%	16%	0.3%	7%	2%	0.8	61	1%	2%
Cc1ccc(S(=O)(=O)N2CCCCC2)cc1NC(=S)NC(=O)c1ccco1	-2.0%	0.0%	1%	0.3%	-9%	-9%	0.7	52	3%	6%
N#CCCN(C(=O)COC(=O)COc1ccc(Cl)cc1)c1ccccc1	0.4%	0.4%	-5%	-0.8%	-6%	-7%	4.0	83	-3%	1%
COc1ccc(C=C2C(=O)c3ccccc3C2=O)cc1O	9.0%	0.5%	7%	0.2%	-15%	/	2.1	60	-2%	14%
O=C(COC(=O)CCS(=O)(=O)c1ccc(Cl)cc1)Nc1ncc(Cl)cc1Cl	37%	1.2%	-4%	0.7%	8%	-8%	-1.0	37	2%	-4%
C=C(C)CN(CC)C(=O)CSc1nc2ncc(Cl)cc2[nH]1	5.4%	0.6%	-7%	-0.3%	2%	-11%	-0.2	79	0%	14%
CS(=O)(=O)N(Cc1ccccc1)c1ccc(C(=O)Nc2ccccc2C(=O)O)cc1	13%	-1.1%	-2%	-0.2%	6%	5%	0.8	62	4%	4%
Nc1c(C(=O)O)sc2nc(-c3ccccc3)cc(-c3ccccc3)c12	15%	-4.3%[50 µM]	-4%	7.1%	43%	-27%	-0.9	55	4%	-6%
CN(C)C(=O)NCc1ccc(S(N)(=O)=O)cc1	-1.2%	-0.9%	11%	-0.2%	5%	-9%	0.1	44	1%	-9%
O=C1CC(SCCc2nc3ccccc3[nH]2)C(=O)N1c1ccc(F)cc1 (stereo unspecified)	-1.9%	5.2%	2%	-0.1%	0%	4%	1.5	61	3%	-7%
COc1ccc(Cn2ccnc2)cc1[N+](=O)[O-]	1.5%	0.0%	-14%	0.0%	-8%	4%	-1.2	97	1%	4%
O=C(COC(=O)c1cccc(S(=O)(=O)NCc2ccccc2)c1)NCC1CCCO1 (stereo unspecified)	0.1%	-0.5%	-8%	-0.4%	1%	-2%	-0.1	69	2%	5%
Cc1ccc(-c2cn(-c3ccccc3F)c(=S)[nH]2)cc1	-1.0%	0.3%	10%	-0.1%	-20%	-6%	-1.1	50	9%	4%
CC(C)Oc1ccc(CSc2ncn[nH]2)cc1	-0.8%	/	4%	0.9%	10%	/	0.9	43	0%	16%
CC(C)CN(C(=O)CSc1nnnn1C)C1CCS(=O)(=O)C1 (stereo unspecified)	-0.7%	-0.2%	4%	0.2%	-12%	6%	1.6	31	0%	-27%
COc1ccccc1-c1noc(CCCC(=O)N2CCOCC2)n1	0.6%	/	1%	-0.3%	14%	/	-1.0	59	1%	2%
CCOC(=O)CCCSc1nnc(CCCCCN2C(=O)c3cccc4cccc(c34)C2=O)o1	-1.8%	0.7%	4%	0.2%	10%	-1%	8.7	49	-6%	-2%
CCOC(=O)c1cc(=O)c2c([N+](=O)[O-])ccc(OC)c2o1	0.2%	1.3%[50 µM]	-2%	-0.5%	6%	-10%	1.4	79	-4%	-3%
COc1ccc(C(=O)/C(=C/N(C)C)S(=O)(=O)c2ccccc2)cc1	0.7%	0.3%	-2%	0.2%	-8%	-7%	2.1	45	10%	-2%
Cc1coc2cc3oc(=O)c(CCC(=O)NCC(=O)O)c(C)c3cc12	-0.9%	1.8%[50 µM]	-9%	0.0%	28%	-9%	-0.7	86	6%	-5%
C/C=C(/C(=C/C)c1ccc(O)cc1)c1ccc(O)cc1	2.0%	-12%	1%	-0.1%	2%	1%	4.5	56	15%	11%
COc1cc(/C=C2\NC(=O)NC2=O)cc(Br)c1OC	1.0%	0.9%[50 µM]	0%	0.0%	7%	4%	2.1	48	-1%	8%
O=C(COC(=O)c1cccs1)Nc1cc(S(=O)(=O)N2CCOCC2)ccc1Cl	-2.0%	0.2%	-9%	0.0%	-10%	2%	2.4	60	22%	16%
O=C(NC(CCl)c1ccccc1)c1ccc(Cl)cc1 (stereo unspecified)	-1.8%	0.2%	-12%	-0.1%	-15%	-3%	0.0	55	2%	-13%
CCn1nnnc1-c1ccc(OC)c(S(=O)(=O)N2CCCCC2)c1	-0.6%	-0.1%	0%	-0.1%	-1%	0%	-0.2	89	1%	18%
Cc1cc(/C=N/n2cnnc2)c(C)n1-c1ccc(C(=O)O)cc1	-0.6%	-0.4%	-8%	0.1%	-4%	4%	2.1	94	13%	-4%	NS5 inhibitors pilot replicate=3.4
Cc1c(NS(=O)(=O)c2cccs2)c(=O)n(-c2ccccc2)n1C	0.1%	-0.5%	17%	-0.2%	-3%	7%	0.0	46	3%	15%
COCC(C)n1c(SCc2ccc(OC)c(F)c2)nc2ccccc2c1=O (stereo unspecified)	3.3%	-0.1%	-1%	0.5%	5%	-5%	/	/	-5%	14%
NCCC(=O)N1c2ccccc2Sc2ccc(Cl)cc21	-2.9%	-1.4%	4%	-0.1%	11%	-2%	0.1	62	-3%	7%
COc1n[nH]c(C(=O)Nc2cc(F)ccc2C)c1[N+](=O)[O-]	5.6%	1.5%[50 µM]	4%	-0.5%	0%	-4%	3.0	68	-5%	-6%
CCOC(=O)C1(CC2CCCCO2)CCN(C(=O)Nc2ccc(SC)cc2)CC1 (stereo unspecified)	-1.2%	0.1%	-21%	-0.2%	0%	-1%	3.1	48	1%	7%
O=C(NNC(=S)NC(=O)c1cccc([N+](=O)[O-])c1)c1ccc(O)cc1	2.3%	0.4%	-2%	-0.1%	-25%	1%	3.3	81	-6%	-9%
COc1ccc(NC(=O)NCCCCc2ccccc2)cc1OC	2.2%	-0.8%[50 µM]	6%	-0.1%	-2%	-8%	0.2	56	2%	3%
Cc1ccc(CNC(=O)c2ccc[nH]2)cc1	2.1%	3.1%	-2%	-0.1%	5%	-10%	-1.5	42	1%	2%
Cc1ccc2c(cnn2C(=O)CCC(=O)N2CCCCC2C)c1 (stereo unspecified)	-0.5%	1.6%	-8%	1.6%	-4%	-3%	2.0	90	15%	7%
COc1ccc(N(C(=O)c2cccnc2)S(=O)(=O)c2ccccc2)cc1	-0.8%	-0.2%	16%	0.2%	-1%	-12%	0.8	95	-1%	5%
CCCN(CCC)CC(=O)Nc1cccc2c1OCO2	1.3%	2.0%	-4%	0.0%	2%	-1%	3.8	27	1%	4%
CC(=O)OCC1=C(C(=O)O)N2C(=O)C(NC(=O)c3ccc(COc4cccc(Cl)c4Cl)o3)C2SC1 (stereo unspecified)	56%	0.2%	-4%	-0.5%	13%	30%	0.1	39	23%	-1%
C/C=C/C(=O)Nc1nnc(C(C)C)s1	-1.6%	0.7%	-8%	0.2%	5%	-6%	0.1	56	-2%	-5%
CC1CC(C)CN(S(=O)(=O)N2CCC(C(=O)NCCC3=CCCCC3)CC2)C1 (stereo unspecified)	-0.4%	0.2%	4%	-0.3%	-2%	-11%	0.7	49	-2%	-2%
Cc1ccc(S(=O)(=O)Nc2nc3n(n2)C(c2ccc(Cl)cc2)CC(=O)N3)cc1 (stereo unspecified)	-1.7%	0.1%	-1%	-0.1%	0%	11%	-0.2	45	1%	14%
CCOC(=O)CN(C(=O)CSc1nnc(C)n1-c1ccccc1)c1cccc([N+](=O)[O-])c1	0.8%	0.7%	-8%	-0.2%	-3%	-4%	-0.9	50	-1%	2%

This is a random part of the collection. Share with any hit: about 1.2%.
